# Compound activity: PubChem, Broad Institute
# TcdB inh – inhibitors of Clostridioides difficile toxin B glycohydrolase; TcdB glycohydrolase enzymatic assay, plate reader; P18177; inhibition, % at 9.99 µM; 350,000 compounds, 0.24% hits; in the data active means inhibition above about 10%
# An asterisk follows results filed as active; & = joins results of further samples.
# A first look (12 entries):
SMILES,TcdB inh
CN1C(=O)c2cc(NS(=O)(=O)c3ccc(F)cc3)ccc2OC[C@H]2O[C@H](CC(=O)O)CC[C@H]21,0.2
CCCNC(=O)C[C@H]1CC[C@H]2[C@@H](COC[C@@H](O)CN2C(=O)CC)O1,-0.4
COC(=O)C[C@H]1CC[C@H]2[C@@H](COc3ccc(NS(=O)(=O)c4cccc(F)c4)cc3C(=O)N2C)O1,1.4
N#C[C@@H]1N[C@@H](CO)[C@H]1c1ccc(-c2ccccc2F)cc1,0.9
COc1ccc2c3c([nH]c2c1)[C@H](CO)N(CC1CC1)CC31CCN(C(=O)Nc2cccc(F)c2)CC1,-1.0
O=C(Nc1ccc(F)cc1)N1CC(=O)N2[C@H](CO)[C@@H](c3ccc(Br)cc3)[C@@H]2C1,1.4
COc1ccc2c3c(n(C)c2c1)[C@@H](CO)N(CC1CCOCC1)CC31CN(CC2CCOCC2)C1,-1.0
Cc1noc(C)c1NC(=O)N(C)C[C@@H]1Oc2ccc(NC(=O)C3CCCCC3)cc2CC(=O)N([C@@H](C)CO)C[C@@H]1C,1.2
C/C=C/c1ccc(C2[C@H]3CNC[C@@H]2N3C(=O)Nc2ccc(F)cc2)cc1 (some centres undefined),-1.0&-0.9
COCC(=O)N[C@@H]1C=C[C@@H](CC(=O)NCc2ccc(Cl)cc2)O[C@H]1CO,0.5
C[C@H]1CN([C@@H](C)CO)C(=O)c2cc(C3=CCCC3)cnc2O[C@@H]1CN(C)C(=O)CN(C)C,1.6
CCC(=O)N[C@@H]1CC[C@@H](CC(=O)NCc2ccc(OC)cc2)O[C@H]1CO,0.4

# All compounds of this part, from the first entry:
SMILES,TcdB inh
CN1C(=O)c2cc(NS(=O)(=O)c3ccc(F)cc3)ccc2OC[C@H]2O[C@H](CC(=O)O)CC[C@H]21,0.2
CCCNC(=O)C[C@H]1CC[C@H]2[C@@H](COC[C@@H](O)CN2C(=O)CC)O1,-0.4
COC(=O)C[C@H]1CC[C@H]2[C@@H](COc3ccc(NS(=O)(=O)c4cccc(F)c4)cc3C(=O)N2C)O1,1.4
N#C[C@@H]1N[C@@H](CO)[C@H]1c1ccc(-c2ccccc2F)cc1,0.9
COc1ccc2c3c([nH]c2c1)[C@H](CO)N(CC1CC1)CC31CCN(C(=O)Nc2cccc(F)c2)CC1,-1.0
O=C(Nc1ccc(F)cc1)N1CC(=O)N2[C@H](CO)[C@@H](c3ccc(Br)cc3)[C@@H]2C1,1.4
COc1ccc2c3c(n(C)c2c1)[C@@H](CO)N(CC1CCOCC1)CC31CN(CC2CCOCC2)C1,-1.0
Cc1noc(C)c1NC(=O)N(C)C[C@@H]1Oc2ccc(NC(=O)C3CCCCC3)cc2CC(=O)N([C@@H](C)CO)C[C@@H]1C,1.2
C/C=C/c1ccc(C2[C@H]3CNC[C@@H]2N3C(=O)Nc2ccc(F)cc2)cc1 (some centres undefined),-1.0&-0.9
COCC(=O)N[C@@H]1C=C[C@@H](CC(=O)NCc2ccc(Cl)cc2)O[C@H]1CO,0.5
C[C@H]1CN([C@@H](C)CO)C(=O)c2cc(C3=CCCC3)cnc2O[C@@H]1CN(C)C(=O)CN(C)C,1.6
CCC(=O)N[C@@H]1CC[C@@H](CC(=O)NCc2ccc(OC)cc2)O[C@H]1CO,0.4
COCC#Cc1cnc2c(c1)C(=O)N([C@@H](C)CO)C[C@@H](C)[C@@H](CN(C)C(=O)NC1CCCC1)O2,0.2
C[C@@H]1CN([C@H](C)CO)C(=O)c2cc(NC(=O)Nc3ccc4c(c3)OCO4)ccc2O[C@@H](C)CCCCO[C@H]1CN(C)S(=O)(=O)c1ccccc1,0.6
Cc1noc(C)c1S(=O)(=O)Nc1ccc2c(c1)C(=O)N([C@@H](C)CO)C[C@@H](C)[C@@H](CN(C)Cc1ccc(C(=O)O)cc1)O2,-0.3
CN1c2ccc(-c3ccccc3F)cc2[C@H]2[C@H](CCN2S(=O)(=O)c2ccccc2F)[C@H]1CO,-1.5
CN1[C@H](C(=O)NCCN2CCCCC2)[C@@H](CO)[C@@H]2Cn3c(ccc(-c4ccc(F)cc4)c3=O)[C@@H]21,-0.1
C[C@H](CO)N1C[C@H](C)[C@@H](CN(C)S(=O)(=O)c2cccs2)OCCCC[C@H](C)Oc2ccc(NC(=O)C3CCCCC3)cc2C1=O,-1.1
C[C@H](CO)N1C[C@H](C)[C@@H](CN(C)C(=O)Nc2ccc(F)cc2)Oc2c(NS(C)(=O)=O)cccc2C1=O,0.4
C[C@@H]1CN([C@@H](C)CO)S(=O)(=O)c2ccc(C#C[C@@H](C)O)cc2O[C@H]1CN(C)Cc1ccc(-c2ccccc2)cc1,-0.5
O=C(Cc1cccnc1)N1CCCCN2[C@H](CO)[C@@H](c3ccc(C#CC4CCCC4)cc3)[C@@H]2C1,1.9
Cc1ccc(S(=O)(=O)Nc2ccc3c(c2)C(=O)N([C@H](C)CO)C[C@@H](C)[C@@H](CN(C)Cc2ccncc2)OCCCC[C@@H](C)O3)cc1,0.3
CC(C)NC(=O)Nc1ccc2c(c1)C(=O)N([C@@H](C)CO)C[C@@H](C)[C@@H](CN(C)Cc1ccccc1)O2,0.7
C[C@H]1CN([C@@H](C)CO)C(=O)c2c(c3ccccc3n2C)-c2ccccc2CO[C@H]1CN(C)C(=O)C1CC1,-0.7
COc1ccc(C(=O)N2C[C@@H]3[C@H](c4ccccc42)[C@H](CO)N3C(=O)NC(C)C)cc1,-0.3

# The list goes on:
SMILES,TcdB inh
C[C@@H]1CCCCO[C@@H](CN(C)C(=O)c2ccccc2)[C@H](C)CN([C@H](C)CO)C(=O)c2cc(NC(=O)CCC(F)(F)F)ccc2O1,0.0
C[C@@H]1CN([C@@H](C)CO)C(=O)c2cc(NC(=O)c3ccncc3)ccc2O[C@@H]1CN(C)Cc1ccc(Oc2ccccc2)cc1,0.4
Cc1ccc(S(=O)(=O)N[C@@H]2CC[C@@H](CCn3cc(C4CC4)nn3)O[C@H]2CO)cc1,1.8
CNC[C@H]1Oc2c(NC(=O)Nc3ccc(C(F)(F)F)cc3)cccc2C(=O)N([C@@H](C)CO)C[C@H]1C,-2.3
COc1ccc2c3c([nH]c2c1)[C@@H](CO)N(C)CC31CN(C(=O)C2CC2)C1,0.0
C[C@H]1CN([C@@H](C)CO)C(=O)Cc2cc(NC(=O)c3ccncc3)ccc2O[C@H]1CN(C)Cc1ccncc1,-0.8
CNC[C@H]1OCCCC[C@@H](C)Oc2ccc(NC(=O)C3CCCCC3)cc2C(=O)N([C@H](C)CO)C[C@H]1C,-2.9
COc1ccccc1CN(C)C[C@H]1OCc2cnnn2CCCC(=O)N([C@@H](C)CO)C[C@H]1C,0.2
Cc1ccc(S(=O)(=O)NCC[C@H]2CC[C@@H](NC(=O)Nc3cccc(F)c3)[C@H](CO)O2)cc1,0.6
C[C@H](CO)N1C[C@H](C)[C@@H](CN(C)C(=O)Nc2cccc3ccccc23)Oc2ccc(NC(=O)Nc3cccc4ccccc34)cc2C1=O,1.2
CCC(=O)N(C)C[C@H]1Oc2cc(-c3ccncc3)ccc2S(=O)(=O)N([C@H](C)CO)C[C@H]1C,0.2
C[C@@H]1CN([C@H](C)CO)C(=O)Cc2cc(NC(=O)Nc3cccc4ccccc34)ccc2O[C@H]1CN(C)S(=O)(=O)c1ccc(Cl)cc1,0.3
C[C@H]1CN([C@@H](C)CO)C(=O)c2cc(C#Cc3ccc(F)cc3)cnc2O[C@H]1CN(C)Cc1ccccn1,0.5
COc1ccc(S(=O)(=O)N[C@@H]2CC[C@@H](CCn3cc(-c4ccccc4F)nn3)O[C@@H]2CO)cc1,0.5
CCCNC(=O)[C@@H]1[C@@H](CO)[C@@H]2Cn3c(ccc(C4=CCCCC4)c3=O)[C@@H]2N1C(=O)c1cnccn1,-0.3
CC(C)NC(=O)N(C)C[C@@H]1Oc2cc(Br)ccc2S(=O)(=O)N([C@H](C)CO)C[C@H]1C,0.6
COc1ccc(NC(=O)Nc2ccc3c(c2)[C@@H]2C[C@@H](CC(=O)N4CCc5ccccc5C4)O[C@@H](CO)[C@@H]2O3)cc1,-0.8
C[C@H]1CN([C@@H](C)CO)C(=O)c2cccc(NC(=O)Nc3ccccc3)c2O[C@H]1CN(C)Cc1ccncc1,-0.4
C[C@H]1CN([C@@H](C)CO)S(=O)(=O)c2ccc(C#CC(C)(C)O)cc2O[C@@H]1CN(C)C(=O)C1CCC1,-0.7
C[C@H]1CN([C@@H](C)CO)C(=O)c2cc(NS(=O)(=O)c3ccc(Cl)cc3)ccc2O[C@@H]1CN(C)C(=O)NC1CCCCC1,-1.4
CC(=O)N1CC2(C1)[C@@H](c1ccccc1)[C@H](CO)N2C(=O)c1ccncc1,0.9
C[C@H](CO)N1C[C@H](C)[C@@H](CN(C)C(=O)Nc2ccc(C(F)(F)F)cc2)Oc2ccc(NC(=O)CCN3CCOCC3)cc2CC1=O,0.7
C[C@H](CO)N1C[C@H](C)[C@H](CN(C)C(=O)Nc2ccc(C(F)(F)F)cc2)OCCCC[C@H](C)Oc2ccc(NS(=O)(=O)c3ccccc3)cc2C1=O,-7.2
O=C(NCC[C@H]1CC[C@@H](NC(=O)C2CCCCC2)[C@@H](CO)O1)c1cc(Cl)cc(Cl)c1,0.3
O=C(C[C@H]1CC[C@H]2[C@@H](COC[C@H](O)CN2Cc2cccc(Cl)c2)O1)N1CCCCC1,-0.4

# Additional results
SMILES,TcdB inh
COCC(=O)Nc1ccc2c(c1)[C@@H]1C[C@@H](CC(=O)NCc3ccc(-c4ccccc4)cc3)O[C@@H](CO)[C@@H]1O2,-2.0
CN(C)C(=O)c1ccc(-c2ccccc2[C@@H]2[C@@H](C#N)N(C(=O)C3CCC3)[C@H]2CO)cc1,0.4
COc1ccc(S(=O)(=O)N(C)C[C@H]2Oc3c(NC(=O)C4CCCCC4)cccc3C(=O)N([C@@H](C)CO)C[C@@H]2C)cc1,0.2
C[C@@H]1CN([C@H](C)CO)C(=O)Cc2cc(NS(=O)(=O)c3ccc(Cl)cc3)ccc2O[C@H]1CN(C)C(=O)Nc1ccccc1,0.2
COc1ccc(C(=O)Nc2ccc3c(c2)C(=O)N(C)C[C@@H](OC)[C@H](C)CN[C@H](C)CO3)cc1,0.4
COc1ccc(S(=O)(=O)N(C)C[C@@H]2Oc3cc(C4=CCCC4)ccc3S(=O)(=O)N([C@H](C)CO)C[C@H]2C)cc1,0.6
COc1cccc(CNC(=O)C[C@@H]2C=C[C@@H](NC(=O)C3CCOCC3)[C@H](CO)O2)c1,-0.2
N#C[C@H]1[C@@H](c2ccc(C3=CCCC3)cc2)[C@@H](CO)N1C(=O)C1CCCC1,0.5
C[C@@H]1CCCCO[C@@H](CN(C)Cc2ccccc2)[C@H](C)CN([C@H](C)CO)C(=O)c2cc(NC(=O)C3CCCCC3)ccc2O1,-0.1
C[C@@H]1CN([C@H](C)CO)C(=O)c2cc(NC(=O)CCC(F)(F)F)ccc2O[C@@H](C)CCCCO[C@@H]1CN(C)Cc1ccc(C(F)(F)F)cc1,0.7
Cc1ccc(S(=O)(=O)N(C)C[C@@H]2Oc3ccc(NC(=O)CCC(F)(F)F)cc3CC(=O)N([C@H](C)CO)C[C@@H]2C)cc1,-0.5
COc1ccc(NC(=O)N(C)C[C@H]2Oc3ccc(NC(=O)CCC(F)(F)F)cc3C(=O)N([C@H](C)CO)C[C@H]2C)cc1,0.2
C[C@@H]1CN([C@@H](C)CO)C(=O)c2cc(-c3cncnc3)cnc2O[C@H]1CN(C)Cc1ccc(F)cc1,1.0
CO[C@@H]1CN(C)C(=O)c2ccc(NC(=O)c3ccc(Oc4ccccc4)cc3)cc2OC[C@H](C)NC[C@@H]1C,1.9
COc1ccc(NC(=O)N2CCCCN3[C@H](C2)[C@H](c2ccc(C#CCC(C)C)cc2)[C@@H]3CO)cc1,-4.7
C[C@@H]1CN([C@@H](C)CO)C(=O)c2cc(NC(=O)C3CCCCC3)ccc2O[C@@H]1CN(C)Cc1ccc(C(=O)O)cc1,-0.1
Cc1noc(C)c1NC(=O)N(C)C[C@@H]1Oc2c(NC(=O)c3nc4ccccc4s3)cccc2C(=O)N([C@H](C)CO)C[C@@H]1C,0.2
O=C(C[C@H]1CC[C@H]2[C@@H](COC[C@H](O)CN2Cc2cccc(-c3ccncc3)c2)O1)N1CCN(c2ccccc2)CC1,0.5
CNC[C@H]1OCCCC[C@H](C)Oc2ccc(NS(=O)(=O)c3cccs3)cc2C(=O)N([C@H](C)CO)C[C@@H]1C,-0.9
C[C@H]1CN([C@@H](C)CO)C(=O)c2cccc(NS(=O)(=O)c3cn(C)cn3)c2O[C@@H]1CN(C)C(=O)Nc1cccc2ccccc12,0.0
C[C@H]1CN([C@@H](C)CO)C(=O)c2cc(NC(=O)Nc3cccc4ccccc34)ccc2O[C@@H]1CN(C)S(=O)(=O)c1cccs1,-0.1
C[C@H](CO)N1C[C@H](C)[C@H](CN(C)S(=O)(=O)c2cn(C)cn2)Oc2c(NC(=O)c3cnccn3)cccc2C1=O,0.8
O=C(Nc1ccccc1F)N1CC2(C1)[C@H](c1ccccc1)[C@@H](CO)N2C(=O)CC1CC1,-0.3
CCOC(=O)c1ccc(NC(=O)O[C@H]2[C@H](OC(=O)Nc3ccccc3)[C@@H](OC(=O)Nc3ccccc3)[C@@H](OC)O[C@@H]2CO)cc1,-0.3
C[C@@H]1CN([C@H](C)CO)S(=O)(=O)c2ccc(C#Cc3cccnc3)cc2O[C@@H]1CN(C)C(=O)C1CC1,0.0

# The listing continues:
SMILES,TcdB inh
CCCNC(=O)N1CCC2(CC1)CN(C(=O)CN1CCOCC1)[C@H](CO)c1[nH]c3cc(OC)ccc3c12,-7.4
C[C@H](CO)N1C[C@H](C)[C@@H](CN(C)Cc2ccc3c(c2)OCO3)Oc2ccc(NS(=O)(=O)c3ccccc3)cc2CC1=O,0.0
COc1ccc2c3c([nH]c2c1)[C@H](CO)N(C)CC31CCN(S(=O)(=O)c2ccc(C)cc2)CC1,0.9
C[C@@H]1CN([C@@H](C)CO)C(=O)c2cc(C#CCN(C)C)cnc2O[C@@H]1CN(C)Cc1cccc(F)c1,-1.4
C[C@@H]1CN([C@H](C)CO)C(=O)c2cc(NC(=O)Nc3ccc(C(F)(F)F)cc3)ccc2O[C@@H](C)CCCCO[C@H]1CN(C)Cc1ccccc1,0.8
Fc1cccc(-c2ccc(C3[C@H]4CNC[C@@H]3N4Cc3ccccc3F)cc2)c1 (some centres undefined),-0.4

# The list is partial; rates above refer to the full screens.
